High-throughput results from PubChem.
GFP derepression = epigenetic GFP locus derepression in mouse cells | mouse C127i GFP locus derepression, cytometry, 30 h | Potency, µM (top dose mostly 46.1 µM), inactives show at the highest dose GFP derepression (activation) | 0.09% of 68,000 active | AID 597; note: % of control where 0% means no effect
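Read-out is the number of GFP-positive cells, scored as fluorescent objects 20 to 120 um wide, reflecting derepression of a silenced CMV-GFP reporter in murine C127i cells after 30 h compound exposure at 37 C.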
4MU fluor = compounds fluorescent in 4-MU spectral region; AID 589; max dye-equivalent concentration, M; 11% of 59,000 active; compound autofluorescence, 340/450 nm, 4-MU equivalents; hits give high values; in the data active = max dye-equivalent concentration above about 10 nM; inconclusive = mostly about 1.1 nM to 9.6 nM
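Compounds in 100 mM Tris, pH 8.0, incubated 15 min at room temperature, then fluorescence read at 340 nm excitation/450 nm emission. Signal converted to 4-MU dye-equivalent concentration using an on-plate six-point 4-MU standard curve.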
BRCT inh green = BRCA1 BRCT-phosphoprotein interaction inhibition | P38398 | BRCA1 BRCT-phosphopeptide binding, green fluorescence polarization | Potency, µM (titrated, usually from 76.9 µM), for inactives: top-dose activity change, negative = inhibition, actives largely listed as inhibitors | 0.05% of 75,000 active | AID 875;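 note: potency is the fitted concentration of half-maximal effect; plate controls were peptide without protein for full effect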
Target sequence (P38398 whole entry, looked up): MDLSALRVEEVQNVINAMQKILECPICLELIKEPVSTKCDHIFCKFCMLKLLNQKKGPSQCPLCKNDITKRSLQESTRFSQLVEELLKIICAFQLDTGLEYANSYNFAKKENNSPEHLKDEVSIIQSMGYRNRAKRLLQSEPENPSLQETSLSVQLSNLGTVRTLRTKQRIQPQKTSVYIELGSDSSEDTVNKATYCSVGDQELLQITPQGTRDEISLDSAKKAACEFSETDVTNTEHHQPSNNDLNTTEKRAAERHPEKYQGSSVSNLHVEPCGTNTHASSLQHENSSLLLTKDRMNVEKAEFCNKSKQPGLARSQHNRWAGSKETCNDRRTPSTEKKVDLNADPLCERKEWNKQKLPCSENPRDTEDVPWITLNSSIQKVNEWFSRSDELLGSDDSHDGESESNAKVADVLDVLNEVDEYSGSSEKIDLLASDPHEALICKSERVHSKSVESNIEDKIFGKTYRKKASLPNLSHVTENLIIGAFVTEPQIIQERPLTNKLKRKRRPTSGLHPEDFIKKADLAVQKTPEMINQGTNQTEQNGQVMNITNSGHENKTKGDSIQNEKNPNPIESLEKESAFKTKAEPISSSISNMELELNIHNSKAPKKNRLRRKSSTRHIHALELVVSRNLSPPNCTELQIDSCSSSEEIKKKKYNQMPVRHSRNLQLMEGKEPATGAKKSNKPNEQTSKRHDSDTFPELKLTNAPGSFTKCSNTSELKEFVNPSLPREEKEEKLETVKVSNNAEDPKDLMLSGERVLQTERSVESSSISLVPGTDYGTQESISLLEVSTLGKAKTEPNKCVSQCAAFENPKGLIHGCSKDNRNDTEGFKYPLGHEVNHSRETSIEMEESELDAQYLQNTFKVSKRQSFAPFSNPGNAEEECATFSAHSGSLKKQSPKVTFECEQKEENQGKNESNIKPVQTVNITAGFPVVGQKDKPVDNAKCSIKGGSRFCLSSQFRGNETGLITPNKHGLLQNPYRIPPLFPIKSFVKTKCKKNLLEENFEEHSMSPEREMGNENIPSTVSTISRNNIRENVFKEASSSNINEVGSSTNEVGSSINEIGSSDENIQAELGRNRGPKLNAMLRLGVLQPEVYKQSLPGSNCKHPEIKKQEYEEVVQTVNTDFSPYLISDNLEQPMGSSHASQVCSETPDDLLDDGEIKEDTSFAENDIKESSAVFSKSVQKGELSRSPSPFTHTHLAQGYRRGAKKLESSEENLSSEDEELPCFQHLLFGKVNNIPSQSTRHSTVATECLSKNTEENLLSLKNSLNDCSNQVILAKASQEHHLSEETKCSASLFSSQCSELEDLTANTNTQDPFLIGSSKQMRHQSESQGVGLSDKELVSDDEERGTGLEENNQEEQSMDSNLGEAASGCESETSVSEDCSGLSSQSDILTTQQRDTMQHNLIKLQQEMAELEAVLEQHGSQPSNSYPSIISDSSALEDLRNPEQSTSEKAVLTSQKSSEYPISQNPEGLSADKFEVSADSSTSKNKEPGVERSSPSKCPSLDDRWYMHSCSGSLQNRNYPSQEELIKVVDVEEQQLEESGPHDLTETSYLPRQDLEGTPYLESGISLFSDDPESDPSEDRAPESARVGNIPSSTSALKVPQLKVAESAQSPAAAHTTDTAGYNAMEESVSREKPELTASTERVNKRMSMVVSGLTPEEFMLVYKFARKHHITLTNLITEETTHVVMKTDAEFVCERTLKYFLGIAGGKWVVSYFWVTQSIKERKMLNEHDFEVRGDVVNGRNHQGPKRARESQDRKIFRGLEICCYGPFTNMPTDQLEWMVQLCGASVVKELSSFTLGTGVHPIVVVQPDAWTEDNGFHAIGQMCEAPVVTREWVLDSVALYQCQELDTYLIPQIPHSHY
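Compounds were incubated for 12 min at room temperature with a complex of 100 nM fluorescein-tagged pBACH1 decapeptide and 250 nM His-tagged BRCT protein. Buffer was phosphate pH 7.3 with EDTA, DTT and Tween 20. Disruption of binding lowers the polarization signal.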
Pol III holo inh = DNA polymerase III holoenzyme inhibition; Potency, µM (highest dose often 57.1 µM), without a hit: at the highest dose activity change, negative = inhibition; reconstituted DNA polymerase III holoenzyme replication, biochemical; 0.25% of 71,000 active; note: potency is the fitted concentration of half-maximal effect; % is set by controls: 0 for no effect and ±100 for the full control effect
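Reconstituted *E. coli* holoenzyme (0.35 nM Pol III, 1 nM beta, 154 nM SSB, 2 nM primase) was preincubated with compound for 15 min at RT. Synthesis on 1.4 nM ssM13Gori ran 35 min, then was stopped with PicoGreen/EDTA and read as dsDNA fluorescence.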
Ub-GFP proteasome = proteasome inhibitors stabilizing ubiquitin-GFP reporter; Ubiquitin-GFP reporter cells, proteasome inhibition, GFP fluorescence; response scale: untreated = 0%, 10 µM MG-132 = 100%; Potency, µM (series often up to 45.9 µM), for inactives: at the highest dose activation (GFP accumulation), usual class: activators; 67,000 tested, under 10 active; active = well fitted activation curve with a large enough effect, not every such curve was filed as active; inconclusive = small, poorly fitted or top-dose-only effect, or another doubt; inactive = no such curve, though single readings can be large or run the other way; note: potency is the fitted concentration of half-maximal effect
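GFP accumulation read-out: laser plate cytometry counting ubiquitin(G76V)-GFP-expressing U2OS cells after 4 hr compound exposure at 37 °C. Titrations spanned 46 uM to 2.9 nM; 0% = basal, 100% = 10 uM MG-132; concentration-response curves fitted.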
CRE-bla Fsk = CRE-bla signaling modulation under forskolin stimulation | CHO CRE-bla reporter (cAMP response element driving beta-lactamase), forskolin EC10, beta-lactamase ratio | Potency, µM (titrated, usually from 38.2 µM), without a hit: top-dose activity change, negative = inhibition, hits mostly activators | 2.5% of 71,000 active | AID 662; active = well fitted activation curve with a large enough effect in the signal ratio, with a control signal flat, not every such curve was filed as active; inconclusive = small, poorly fitted or top-dose-only effect, or effect the other way, or a change in a side signal; the % refers to the signal ratio; note: potency is the fitted concentration of half-maximal effect; % of control where 0% means no effect
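Reporter-gene assay: CHO cells with beta-lactamase behind cAMP responsive elements, co-treated with compound and EC10 NKH 477 for 3 hours at 37 degrees Celsius. Activity came from the 460/530 nm CCF4 emission ratio.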
BRCT PPI red = inhibitors of human BRCA1 BRCT-phosphoprotein interaction (red fluorophore); BRCT-phosphopeptide binding, red fluorescence polarization; Potency, µM (top dose mostly 76.9 µM), for the others: top-dose activity change, negative = inhibition, actives largely listed as inhibitors; 0.03% of 75,000 active; note: % is set by controls: 0 for no effect and ±100 for the full control effect
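Rhodamine-labelled pBACH1 10-mer (100 nM) bound to BRCT domain (100 nM) at pH 7.3; compounds incubated 12 min room temperature, polarization read. Free peptide defines full inhibition; unlabelled decapeptide titrated as control.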
HBB splice mod = alters splicing of the hemoglobin beta chain; HBB splicing reporter cell assay, activation; EGFP reporter with mutant IVS2-654 intron; response scale: normalised to 500 nM splice-correcting PNA; Potency, µM (series often up to 46.1 µM), for inactives: at the top dose activation, usual class: activators; 0.06% of 65,000 active; note: potency is the fitted concentration of half-maximal effect; 0% is about no effect
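Compounds were applied for 2 days to HeLa EGFP-654 cells, 500/well in Optimem with 2% FCS. The reporter's EGFP is disrupted by mis-splicing of beta-globin intron IVS2-654. Readout: summed well GFP fluorescence from 488 nm laser scanning; reference was 500 nM antisense […] 654 PNA.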
A350 autofl = A350 region autofluorescence; Compound autofluorescence, 340/450 nm, Alexa 350 dye-equivalents; hits give high values; max dye-equivalent concentration, M; 11% of 59,000 active; AID 590; in the data active = max dye-equivalent concentration above about 10 nM; inconclusive = mostly about 1.1 nM to 9.6 nM
Hsp90 Hop PPI = changes Hsp90-Hop TPR2A binding signal, up or down; AlphaScreen TPR2A-His6 binding biotin-Hsp90 C-terminal peptide; Potency, µM (titrated, usually from 57 µM), for inactives: at the top dose activity change, negative = inhibition; 0.44% of 71,000 active; AID 595; active = well fitted curve in either direction with a large enough effect; inconclusive = small, poorly fitted or top-dose-only effect, or another doubt; note: potency is the fitted concentration of half-maximal effect; % is set by controls: 0 for no effect and ±100 for the full control effect; many of its hits are not listed in these tables
15-hLO inh = 15-hLO (ALOX15) enzyme inhibition | P16050 | purified 15hLO-1, xylenol orange hydroperoxide absorbance | Potency, µM (top dose mostly 57.1 µM), inactives show top-dose activity change, negative = inhibition, hits mostly inhibitors | 1.4% of 74,000 active; note: potency is the fitted concentration of half-maximal effect; % is set by controls: 0 for no effect and ±100 for the full control effect; nearly all actives have a fitted effect of over 55% in size
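Hydroperoxide formed from arachidonic acid (50 uM) by purified human 15hLO-1 (40 nM) oxidizes ferrous iron, and the ferric-xylenol orange complex is read at 573 versus 405 nm. Compounds were preincubated 15 min; reaction ran 6 min at room temperature.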
* marks the source's active call; other numbers are inactive results; i = inactive; ? = inconclusive; · = no result given; [ ] = remark or other dose. Unless noted, calls come from the whole dose curve; as a rule, active = well fitted curve in the direction sought with a large enough effect; inconclusive = small, poorly fitted or top-dose-only effect, or another doubt; inactive = no such curve, though single readings can be large; an effect the other way counts as inactive or inconclusive.

SMILES | GFP derepression | 4MU fluor | BRCT inh green | Pol III holo inh | Ub-GFP proteasome | CRE-bla Fsk | BRCT PPI red | HBB splice mod | A350 autofl | Hsp90 Hop PPI | 15-hLO inh
CC1(C)C2CCC13CS(=O)(=O)N[C@@H]3C2 (some centres not stated) | -1.6% | i | 1.8% | -0.3% | -1.6% | -2.0% | -0.3% | 5.6%[0.369 µM] | i | -1.0% | -0.8%
CCOc1ccc(N2C(=O)CC(N(O)c3ccccc3)C2=O)cc1 (configuration not stated) | -2.2% | i | 0.6% | -5.1% | 2.6% | -20.0% | 1.4% | -4.3%[57.5 µM] | ? | -0.5% | -18.5%
Cn1c(-c2ccc(F)cc2)cnc1SCC(=O)Nc1ccccc1N1CCOCC1 | 2.6% | i | 0.4% | -0.9% | -1.3% | ? | -0.9% | · | i | ? | -16.2%
COc1ccc(C(=O)CCN(C)C)c2ccccc12 | 2.2%[9.22 µM] | i | -0.2%[15.4 µM] | 2.5%[11.4 µM] | 6.4%[9.17 µM] | -5.2%[7.6 µM] | 0.7%[15.4 µM] | 3.1%[9.22 µM] | i | 1.3%[11 µM] | -11.3%[11.4 µM]
CCc1ccc2[nH]c(=O)c(CN(Cc3ccc(OC)cc3)Cc3nnnn3CCOC)cc2c1 | -1.0% | i | 2.3% | 4.1% | 2.4% | ? | -0.6% | · | i | -7.6% | -7.0%
O=C(Nc1ccon1)c1cccc(Cl)c1 | 2.2% | i | -2.3% | -2.9% | 0.7% | -5.9% | -1.1% | 4.1% | i | -3.4% | 10.1%
COc1cccc(-c2nnc(SCC(=O)N3CCCC3=O)n2-c2ccccc2)c1 | 1.6% | i | -1.3% | -4.6% | 0.8% | 20.7% | 0.6% | -1.7% | i | -3.5% | 2.2%
C=CCn1c(Cc2csc(N)n2)nnc1SCC(=O)Nc1ccc(C(=O)OCC)cc1 | 0.3% | i | -4.4% | 1.8% | 8.5% | -4.8% | -0.8% | 1.3% | i | ? | 16.4%
COc1ccc([C@@H](Nc2ncccn2)c2cc3c(cc2O)OCO3)cc1 | -3.4%[9.22 µM] | i | -1.1%[15.4 µM] | 1.4%[11.4 µM] | -10.2%[9.17 µM] | -1.2%[7.6 µM] | 0.3%[15.4 µM] | 5.0%[9.22 µM] | i | -3.7%[11 µM] | -0.1%[11.4 µM]
C=CCN1CCN(C(c2cc(OC)ccc2OC)c2nnnn2CC2CCCO2)CC1 (configuration not stated) | -2.3% | i | -1.1% | -6.3% | -0.1% | 0.2% | -0.5% | 6.4%[57.5 µM] | i | -0.9% | 1.3%
COc1ccc(OC)c(C2=NOC(C(=O)Nc3cccnc3)C2)c1 (configuration not stated) | -4.3% | i | -0.5% | 1.4% | -5.7% | ? | 0.4% | 3.6% | ? | -2.7% | 9.9%
Cc1ncc(C23CC4CC(CC(C4)C2)C3)[nH]1 | 0.0% | · | -3.1% | 0.4% | -5.7% | 9.2% | -0.3% | -3.6% | · | -1.2% | 2.6%
O=C(CSc1nnc(-c2ccc(S(=O)(=O)N3CCCC3)cc2)n1CC1CCCO1)NC1CC1 (configuration not stated) | 0.0% | i | -0.6% | -1.6% | -1.0% | -2.5% | -5.1% | -2.1% | i | -1.9% | 2.7%
Nc1nnnn1/N=C/c1ccccc1OCc1ccccc1 | 2.5% | · | 0.2% | -21.4% | 12.0% | 13.1% | -0.9% | -3.5% | · | -3.7% | -1.6%
CCOC(=O)c1ccc(NC(=O)c2nccnc2C(=O)O)cc1 | · | · | 0.1% | -6.6% | 1.1% | -9.3% | -1.4% | 0.1% | · | -8.4% | ?
Cc1cc2cc(CN(CC3CCCO3)C(=O)c3cnccn3)c(=O)[nH]c2cc1C (configuration not stated) | -3.4% | i | 0.6% | -5.4% | 1.1% | 17.3% | -0.4% | · | i | -1.7% | -7.2%
CC1(C)S[C@@H]2[C@H](NC(=O)Cc3ccccc3)C(=O)N2[C@@H]1C(=O)O | 6.9%[9.22 µM] | i | -2.7%[15.4 µM] | -14.5%[11.4 µM] | -1.5%[9.17 µM] | 0.0%[7.6 µM] | -1.0%[15.4 µM] | 3.5%[9.22 µM] | i | -4.4%[11 µM] | 21.7%[11.4 µM]
Nc1nc(-c2cccnc2)nn1C(=O)CCc1ccccc1 | 2.0% | i | -10.1% | -2.0% | -2.5% | -4.9% | -1.0% | 1.9% | i | -0.9% | 2.5%
COc1ccc(N(C(C)=O)C2C=CS(=O)(=O)C2)c(OC)c1 (configuration not stated) | 4.3% | i | 0.5% | 1.3% | 1.4% | -2.7% | 0.8% | -0.1% | i | -2.7% | 2.3%
COc1ccccc1NC(=O)N1CCCC1C(=O)NCc1ccccc1 (configuration not stated) | -2.2% | i | -0.7% | -4.3% | -3.3% | -5.5% | 0.3% | · | i | -0.1% | 7.0%
COC(=O)CNc1c(-c2ccccn2)nc2ccc(Br)cn12 | 2.3% | ? | -1.5% | -3.6% | 17.0% | 16.4% | -1.4% | -7.2% | ? | ? | -22.5%
O=P(COCCO)(c1ccccc1)c1ccccc1 | 2.7% | ? | -0.3% | -1.5% | 0.0% | 10.1% | 0.9% | -8.8%[0.369 µM] | ? | -0.3% | 10.7%
COc1ccc(CCNC(=O)c2cnn3cccnc23)cc1OC | -3.3% | i | -0.6% | -10.2% | -4.5% | ? | 1.4% | -1.8% | i | -6.4% | 7.6%
CC1CC(C)CN(C(=O)CSCC(=O)Nc2nc(-c3cccs3)cs2)C1 (configuration not stated) | · | · | 1.6% | -5.8% | 2.9% | -18.5% | -0.4% | 0.0% | · | 2.1% | ?
Cc1sc2ncnc(Oc3ccc(-n4ccnc4)cc3)c2c1C | 0.0% | i | 0.2% | -4.2% | 3.8% | 22.3% | -0.3% | -0.2%[57.5 µM] | i | -8.0% | 24.0%
C=CCNC(=O)C(C#N)c1nc2ccccc2nc1N1CCN(Cc2ccccc2)CC1 (configuration not stated) | 23.1% | 1.94e-08M* | -3.8% | -1.0% | 9.0% | ? | 1.1% | 4.0% | 1.98e-08M* | -2.4% | -7.8%
Cc1cc(-n2c(C)cc(C(=O)CSc3nc4ccccc4c(=O)n3Cc3ccco3)c2C)no1 | -1.2% | ? | -0.9% | 0.6% | 5.8% | -12.7% | -4.2% | -3.0% | ? | 0.5% | -11.4%
COc1ccc(-c2noc(Cc3ccc(Cl)cc3)n2)cc1OC | 0.3% | · | -0.4% | -0.8% | 0.0% | ? | 0.2% | -1.1% | · | ? | -26.0%
COCCn1c(=O)c2c3c(sc2n(CC(N)=O)c1=O)CCCC3 | 0.0% | i | 0.0% | -0.4% | -9.1% | 1.8% | -0.3% | -1.2% | i | -1.1% | 0.9%
COCCCNC(=O)c1ccc(CS(=O)(=O)c2ccc(OC)cc2)o1 | · | · | -5.6% | 2.1% | 9.0% | -0.7% | -0.7% | -0.2% | · | -3.6%[2.3 µM] | -4.6%
COc1ccc(-c2nc(-c3ccc(Br)o3)no2)cc1OC | 0.0% | · | -0.5% | -2.3% | 4.5% | ? | -1.0% | -0.2% | · | 3.5% | 6.0%
CC(=O)c1cccc(NC(=O)N2CCCC2C(=O)NCCC(C)C)c1 (configuration not stated) | 1.7% | i | -0.7% | -9.8% | 4.0% | -4.9% | 1.5% | · | i | -1.4% | -7.0%

Records listed so far that bear a hit mark in A350 autofl.
structure | GFP derepression | 4MU fluor | BRCT inh green | Pol III holo inh | Ub-GFP proteasome | CRE-bla Fsk | BRCT PPI red | A350 autofl | Hsp90 Hop PPI | 15-hLO inh
C=CCNC(=O)C(C#N)c1nc2ccccc2nc1N1CCN(Cc2ccccc2)CC1 (configuration not stated) | 23.1% | 1.94e-08M* | -3.8% | -1.0% | 9.0% | ? | 1.1% | 1.98e-08M* | -2.4% | -7.8%
